Compound activity: PubChem BioAssay, several laboratories
OX1R antag – antagonists of human orexin 1 receptor (OX1R). OX1R-expressing cells, FRET antagonist read-out. inhibition, % at 6.6 µM. hit rate 1.8% among 330,000; in the data active = inhibition mostly above about 38%, no sharp cut-off; inactive = mostly below about 40%;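 note: 0% = agonist challenge alone and 100% = reference antagonist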
Target sequence (O43613 whole entry, looked up): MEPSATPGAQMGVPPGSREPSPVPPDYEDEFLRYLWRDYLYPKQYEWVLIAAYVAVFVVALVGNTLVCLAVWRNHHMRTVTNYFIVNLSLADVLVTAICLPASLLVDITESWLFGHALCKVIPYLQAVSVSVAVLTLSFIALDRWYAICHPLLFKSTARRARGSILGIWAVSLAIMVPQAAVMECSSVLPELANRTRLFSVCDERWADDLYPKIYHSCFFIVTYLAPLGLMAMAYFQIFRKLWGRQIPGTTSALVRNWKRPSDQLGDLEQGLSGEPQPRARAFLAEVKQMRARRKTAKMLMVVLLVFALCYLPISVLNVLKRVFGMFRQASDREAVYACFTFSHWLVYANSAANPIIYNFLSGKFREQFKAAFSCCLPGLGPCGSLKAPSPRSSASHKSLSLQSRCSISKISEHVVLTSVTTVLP
STK33 inh – inhibitors of purified STK33 kinase, primary screen, biochemical, ADP-Glo luminescence, homogeneous, cell-free; Serine/threonine-protein kinase 33 (Homo sapiens), Q9BYT3; inhibition, % at 10 µM; MBP phosphorylation; hit rate 0.073% among 320,000;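 active = inhibition at or above 25%, using the most active replicate where run in duplicate; inactive = inhibition below 25%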
Target sequence (Q9BYT3 whole entry, looked up): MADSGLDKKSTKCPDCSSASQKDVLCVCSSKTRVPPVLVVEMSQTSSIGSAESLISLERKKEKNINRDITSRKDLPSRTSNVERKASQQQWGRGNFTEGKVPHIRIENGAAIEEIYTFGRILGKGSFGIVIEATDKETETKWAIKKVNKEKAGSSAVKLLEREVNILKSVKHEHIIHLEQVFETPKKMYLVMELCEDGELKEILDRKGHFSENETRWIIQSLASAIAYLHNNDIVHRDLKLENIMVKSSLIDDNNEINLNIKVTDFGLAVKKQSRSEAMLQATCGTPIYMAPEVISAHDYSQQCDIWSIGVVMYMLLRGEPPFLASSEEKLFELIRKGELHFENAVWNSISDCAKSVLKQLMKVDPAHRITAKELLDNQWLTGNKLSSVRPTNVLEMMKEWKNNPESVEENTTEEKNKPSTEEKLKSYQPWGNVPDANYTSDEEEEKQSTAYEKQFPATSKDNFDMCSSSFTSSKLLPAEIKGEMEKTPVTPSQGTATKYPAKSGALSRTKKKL
The depositor's hits bear a star; . = not tested or not shown.

SMILES | OX1R antag | STK33 inh
Cc1c(C(=O)NC2CCOC2)oc2c(F)cccc12 (stereo unspecified) | 1.8 | -0.5
COc1ccc(C(=O)C(CO)Oc2ccccc2OC)cc1OC (stereo unspecified) | 17.2 | -0.1
COc1ccccc1NC(=O)C1CCCN(c2ncnc3c2nc2n3CCCCC2)C1 (stereo unspecified) | 12.7 | -0.6
CCOC(=O)C1CCN(CCC(=O)Nc2ccccc2)CC1 | 13.4 | -1.1
O=C(CCl)N1CCN(CC(=O)N2CCCC2)CC1 | 3.8 | -0.4
O=C(C1CCN(S(=O)(=O)c2cnc[nH]2)CC1)N1CCn2c1nc1ccccc12 | 0.7 | -2.2
CC(NC(=O)CSCc1ccc(Br)cc1)c1ccccc1 (stereo unspecified) | 36.4 | -1.6
CCCCOc1ccc(/C=c2\sc3ncnn3c2=O)cc1 | 11.1 | -0.7
COc1ccc(OC)c(C(=O)COC(=O)CNC(=O)c2ccccc2)c1 | 14.9 | 3.8
Cc1ccccc1S(=O)(=O)Cc1ccc(C(=O)NC(C)c2ccc3c(c2)OCCO3)o1 (stereo unspecified) | 15.4 | -0.9
CC(C)Oc1ccc(C2CC(=O)N(c3ccc(N(C)C)cc3)C2=O)cc1 (stereo unspecified) | 0.3 | 0.3
COCCCNC(=O)C1CCN(C(=O)c2cc3sccc3n2Cc2ccc(F)cc2)CC1 | 6.2 | -1.9

Record cards, as listed above. Values in the order: OX1R antag, STK33 inh
CCOC(=O)C1CCN(CCC(=O)Nc2ccccc2)CC1 reads 13.4, -1.1
COCCCNC(=O)C1CCN(C(=O)c2cc3sccc3n2Cc2ccc(F)cc2)CC1 reads 6.2, -1.9
CCCCOc1ccc(/C=c2\sc3ncnn3c2=O)cc1 reads 11.1, -0.7

Next results
SMILES | OX1R antag | STK33 inh
CSCCC(NC(=O)COc1ccccc1)C(=O)N(C)CC(=O)Nc1c(C)cccc1C (stereo unspecified) | 15.3 | -0.1
COc1ccc(CC(=O)Nc2sccc2C#N)cc1S(=O)(=O)N1CCOCC1 | 13.7 | -1.7
O=C(COC(=O)c1ccncc1)c1ccccc1 | 26.8 | -0.7
Cc1nn(CC(=O)Nc2ccc(N(C)C)cc2)c(C)c1[N+](=O)[O-] | 9.3 | -0.5
C/C(=N\NC(=O)c1cccc(S(=O)(=O)N2CCCC2)c1)c1ccc(OCC(=O)N(C)C)cc1 | 15.6 | -0.7
CN(c1c[nH]c(=O)[nH]c1=O)C1CCCCC1 | 19.4 | -0.8
O=C(CCNC(=O)c1ccc([N+](=O)[O-])cc1)Nc1ccc(F)cc1F | 17.8 | 3.6
CCc1cc(C(=O)Nc2ccccc2N2CCOCC2)sc1C | 3.3 | -0.1
Cc1ccc(C(=O)Nc2sc(C(=O)N(C)C)c(C)c2C#N)cc1 | 6.5 | -1.2
CC(=O)Oc1ccc(/C(C)=N\N2CCN(Cc3ccc(Cl)cc3)CC2)cc1 | 9.9 | -0.3
NS(=O)(=O)c1ccc(Oc2ccc(S(N)(=O)=O)cc2)cc1 | 23.2 | -2.2
O=C1CN(C(=O)CC2c3ccccc3-c3ccccc32)CC(=O)N1 | 6.0 | -0.7

A draw from above in order of heavy-atom count, falling:
SMILES | OX1R antag | STK33 inh
O=C(CCNC(=O)c1ccc([N+](=O)[O-])cc1)Nc1ccc(F)cc1F | 17.8 | 3.6
O=C1CN(C(=O)CC2c3ccccc3-c3ccccc32)CC(=O)N1 | 6.0 | -0.7
CCCCOc1ccc(/C=c2\sc3ncnn3c2=O)cc1 | 11.1 | -0.7

Further records.
SMILES | OX1R antag | STK33 inh
CCOc1ccccc1-c1cc(-c2n[nH]c(=S)n2CC)c2ccccc2n1 | 14.1 | 1.0
COC(=O)C1C/C(=N\NS(=O)(=O)c2ccc(C)cc2)c2ccccc2C1 (stereo unspecified) | 8.2 | -2.2
Cc1ccc(NC(=O)C2CCCN(S(=O)(=O)c3ccc4c(c3)oc(=O)n4C)C2)nc1 (stereo unspecified) | 14.6 | -0.8
CC(Oc1ccc(Br)cc1)C(=O)N(C)CC(=O)Nc1ccc(N2CCOCC2)cc1 (stereo unspecified) | 2.4 | -0.2
COc1ccccc1N1CCN(S(=O)(=O)/C=C/c2ccccc2)CC1 | 13.4 | -1.6
CC1CCCCN1C(=O)Cn1c(=O)n(CCC(=O)NCc2ccco2)c(=O)c2sccc21 (stereo unspecified) | 5.4 | -0.1
CC1CCCC(NC(=O)CC2Nc3ccccc3NC2=O)C1C (stereo unspecified) | 17.1 | -2.3
CCN(CC)S(=O)(=O)c1cc(NC(=O)c2cccc(N3C(=O)CCC3=O)c2)ccc1Cl | 19.5 | -2.2
CCN(CC)CCCN(Cc1cc2cc3c(cc2[nH]c1=O)OCO3)C(=S)Nc1ccccc1 | 0.6 | -0.4
O=C(/C=C/c1ccc(S(=O)(=O)N2CCOCC2)cc1)Nc1cc(F)ccc1F | 8.6 | -0.9
Cc1ccc(NC(=O)c2cc(C(=O)Nc3ccc(C)cc3)n(C)n2)cc1 | 6.5 | -1.5
Cc1ccc(OCC(=O)NC2CCSc3ccccc32)cc1 (stereo unspecified) | 14.9 | -0.7
COc1ccccc1CC(=O)NN1C(=O)c2ccccc2C1=O | 5.6 | -2.4
OCCSc1ncnc2c1oc1ccccc12 | -7.0 | -0.6
CCCCN(C)Cc1c(C)[nH]c2ccc(Cl)cc2c1=O | 5.2 | -0.1
COc1cc(NC(=O)c2cc(C)nc3ccccc23)cc(OC)c1OC | 8.6 | -1.2
COc1cc(/C=N/Nc2ccccn2)ccc1O | 4.8 | 1.2
Cc1ccc2cc3c(NS(=O)(=O)c4cccc5nonc45)nn(CC(C)C)c3nc2c1 | 39.9 | 1.4
N#C/C(C(=O)N1CCCCC1)=C1/N=C(NC(=O)c2ccc(F)cc2)c2ccccc21 | 1.5 | 0.0
CCCCc1nnc(NC(=O)CCc2ccccc2)s1 | . | -2.8
O=C(CNC(=O)c1ccc2c(=O)n3c(nc2c1)CCC3)Nc1ccc(F)c(F)c1 | 9.5 | -1.4
Cc1ccc(CNC(=O)CSCc2cccc(F)c2)cc1 | 5.3 | -3.5
O=C(COC(=O)c1ccc[nH]c1=O)Nc1ccc(S(=O)(=O)N2CCCC2)cc1 | 7.6 | -1.8
Cc1cccc(-c2n[nH]c(S(C)(=O)=O)c2C#N)c1 | 19.9 | -0.3
CC(=O)C1=C(C)NC(SCC(N)=O)=C(C#N)C1CC(C)C (stereo unspecified) | 33.6 | -1.1
O=C(Oc1coc(CSc2ncccn2)cc1=O)c1cccc([N+](=O)[O-])c1 | 12.0 | -2.1
Cc1oc(-c2ccc(Cl)cc2)nc1CS(=O)CC(=O)NCc1ccccc1 (stereo unspecified) | 4.1 | 0.0
CCc1nccn1CCC(=O)N1CCCC(N2CCN(c3ccccc3C)CC2)C1 (stereo unspecified) | -2.0 | 2.3
CN(C)/C=N/C(=S)Nc1ccc(Cl)cc1Cl | 15.1 | -2.4
Cn1c(=O)c2c(nc(CN3CCN(C(=O)c4ccco4)CC3)n2Cc2ccc(F)cc2)n(C)c1=O | 2.5 | -1.3
CCO[C@@H]1OC(C(=O)NCc2nc3ccccc3[nH]2)=C[C@H](c2csc3ccccc23)[C@H]1CCCO | 24.7 | -2.8
CC(C)c1ccc(N(C(=O)c2ccco2)C(C(=O)NC2CCCC2)c2ccncc2)cc1 (stereo unspecified) | 12.3 | -0.6
CC(/C=N\NC(=O)CN1CCN(S(=O)(=O)c2ccc(C)cc2)CC1)=C\c1ccccc1 | 0.3 | -0.1
CN(C)CC[n+]1ccc(C(=O)c2ccccc2)cc1 | 52.2* | 2.1
O=C(Cc1ccc(S(=O)(=O)N2CCOCC2)s1)Nc1ccccc1Br | 22.4 | -0.9
CCCCNC(=O)Nc1nnc(C(C)(C)C)s1 | 5.4 | -0.9
CCCCCCCCCCC[N+](C)(C)CC/C=C1/c2ccccc2Sc2ccc(Cl)cc21 | -5.9 | 30.9*
Cc1cccc(NC(=O)c2nc[nH]c2C(=O)N[C@@H](C)c2ccccc2)c1 | 2.4 | -1.6
Cc1cccc(-c2ocnc2C(=O)Nc2ccccc2NC(=O)c2ccccn2)c1 | 65.7* | 0.1
COCCN(C(=O)Cn1nnc2ccccc21)C(C(=O)NC1CCCCC1)c1ccc(OC)cc1OC (stereo unspecified) | 20.8 | -0.7
C#CCOCCOCCOCCNc1nc(N2CCN(C(=O)CCCCCCCCCCNC(=O)[C@@H](CCC(=O)O)n3cc(CCCCCN)nn3)CC2)nc(N2CCN(C(=O)CCCCCCCCCCNC(=O)[C@H]([C@@H](C)CC)n3cc(CCCCCN)nn3)CC2)n1 | -4.1 | 3.3
CC(C)NC(=S)N(CCc1ccncc1)C(C)C | -2.2 | -1.3
CC(C)CC(=O)Nc1ccc(C(=O)CN2C(=O)NC3(CCOc4ccccc43)C2=O)cc1 (stereo unspecified) | 9.3 | 0.9
Cc1cccc(NC(=O)CC2CCC2)c1 | 8.6 | 0.2
O=C(CN(C(=O)c1ccc(Cl)cc1)C1CCCCC1)Nc1ccc(Cl)c([N+](=O)[O-])c1 | 9.8 | -3.0
CCOC(=O)c1ccc2[nH]c3c(c2c1)CCCC3O (stereo unspecified) | 18.3 | 0.6
CC(C)C(NC(N)=O)C(=O)NC1CCCCC1 (stereo unspecified) | 5.4 | -2.4
Cc1ccc2c(c1)C(=C(C#N)C#N)C(=O)N2CCN1CCOCC1 | 17.5 | 0.9

Shown as a hit in STK33 inh, of those listed so far:
SMILES | OX1R antag | STK33 inh
CCCCCCCCCCC[N+](C)(C)CC/C=C1/c2ccccc2Sc2ccc(Cl)cc21 | -5.9 | 30.9*

Further results
SMILES | OX1R antag | STK33 inh
C/C=C/Cn1c(Br)nc2c1c(=O)[nH]c(=O)n2C | 17.0 | -2.8
O=C(Nc1c(C(=O)N2CCOCC2)cnn1-c1ccccc1Cl)c1ccco1 | -0.5 | -0.6
CC(C)c1ccc(OCC(O)Cn2cnc3ccccc32)cc1 (stereo unspecified) | 21.4 | 0.9
CC(=O)C1=C(O)C=C(c2ccco2)CC1c1ccco1 (stereo unspecified) | 23.9 | 0.7
Cc1cccc(NC(=O)CCSc2nnc(Cc3ccccc3)o2)c1 | 16.6 | -0.4
CCOC(=O)C(=N/O)/C(C)=N/NC(=O)C(=O)Nc1ccc(Cl)cc1 | 36.9 | -0.6
NS(=O)(=O)c1ccc(CNC(=O)NC2(c3ccccc3)CC2)cc1 | 15.6 | 0.9
Cc1cccc(-c2ccc3ncnc(NCc4cccs4)c3c2)c1 | 16.1 | -1.0
COc1ccc(OC)c(CNC(=O)c2nn(C)c3c2CS(=O)(=O)c2ccccc2-3)c1 | 16.7 | 0.1
FCCCOc1ccc(/C=N/OCc2c(Cl)cccc2Cl)cc1 | 16.0 | -4.6
Cc1nn(C)c(C)c1Nc1ccc(N2C(=O)C3CC=CCC3C2=O)cc1[N+](=O)[O-] (stereo unspecified) | 40.0 | -1.9
COc1ccc(/C=C2\SC(N3CCc4ccccc4C3)=NC2=O)cc1 | 44.9 | 1.3
O=C(NCCO)/C(=C\c1ccc(Br)cc1)NC(=O)c1cccs1 | 11.8 | -0.1
CC1(C)C2CCC1(C)C(OC(=O)C[n+]1ccccc1N)C2 (stereo unspecified) | 16.5 | -0.8
Cc1ccc(C)c(NC(=O)C(OC(=O)c2ccc(NC(=O)CC#N)cc2)c2ccccc2)c1 (stereo unspecified) | 4.8 | -0.9
COc1ccc(CC(=O)Nc2nccs2)cc1S(=O)(=O)N1CCOCC1 | 0.3 | 0.1
Nc1c(C(O)(C(F)(F)F)C(F)(F)F)cc(C(O)(C(F)(F)F)C(F)(F)F)c2ccccc12 | 25.3 | -1.5
CCOC(=O)c1ccc(N2C(=O)CC(N3CCN(Cc4ccccc4)CC3)C2=O)cc1 (stereo unspecified) | 17.2 | 0.6
CCn1nc2cc(C(=O)NCC34CC5CC(CC(C5)C3)C4)ccc2c1OC | 20.2 | -0.9
O=C(NNC(=O)c1ccco1)c1csc(N2CCOCC2)n1 | 22.9 | -1.6
Cc1ccc(C(=O)Nc2cccc(C(F)(F)F)c2)cc1NC(=O)c1cnnc2ccccc12 | 17.8 | -0.7
O=C(OCC1CC(c2ccccc2)=NO1)c1ccc(Cl)cc1 (stereo unspecified) | 22.4 | 0.8
Cn1ccc2c([N+](=O)[O-])cccc2c1=O | 36.7 | -1.9
O=C(COC(=O)c1ccccc1Br)Nc1ccc2[nH]c(=O)[nH]c2c1 | 12.2 | -1.2
COc1cccc(-n2c(C)cc(/C=C3\C(=N)N4N=C(CC(=O)N5CCOCC5)SC4=NC3=O)c2C)c1 | 13.9 | -0.5
COc1ccc(OC)c(NC(=O)c2cccc(S(=O)(=O)N(Cc3ccccc3)c3ccccc3OC)c2)c1 | 29.3 | -1.0
Cc1cc2[nH]c(=O)c(=O)[nH]c2cc1S(=O)(=O)N1CCC(C)CC1 | -0.1 | 0.0
CC1CCCCC1NC(=O)CN(C)S(=O)(=O)c1cccc2cccnc12 (stereo unspecified) | 10.7 | -1.2
CCOC(=O)c1c(NC(=O)CN2C(=O)NC3(CCCCC3)C2=O)sc(C)c1-c1ccc(C)cc1 | 14.2 | -2.6
CC(C)CN(C(=O)c1ccc([N+](=O)[O-])s1)c1c(N)n(Cc2ccccc2)c(=O)[nH]c1=O | 49.1 | -2.8
CN(Cc1ccon1)C(=O)CC1C(=O)NCCN1CC(C)(C)C (stereo unspecified) | 9.6 | -1.1
COc1cc(OC)cc(C(=O)Nc2ncc3c(n2)CC(C)CC3=O)c1 (stereo unspecified) | 3.2 | -0.5
Cc1nn(-c2ccc(C(F)(F)F)cn2)c(C)c1Oc1ccccc1O | -4.9 | -2.6
Cc1ccccc1N1CCN(C2CCCN(C(=O)c3cnsn3)C2)CC1 (stereo unspecified) | -5.2 | -0.2
